# GPR119 activation: off-target GPR119 activation – cell-based, PathHunter beta-arrestin, luminescence, set 2, counter-screen for GPR151 activator project, confirmation (AID 1508607); GPR119 PathHunter beta-arrestin cells, luminescence, 90 min; stronger effect = higher value; hit rate 0.9% among 2,300; activation, % at 11.2 µM;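 active = mean percent activation across replicates above the counterscreen hit cutoff of 9.17%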;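 also: 0% = median of sample wells and 100% = wells given EA reagent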
# GPR151 beta-arrestin: GPR151 agonism via beta-arrestin recruitment – cell-based, PathHunter beta-arrestin, luminescence, set 2, confirmation (AID 1508608). GPR151 PathHunter beta-arrestin cells, luminescence, 90 min; stronger effect = higher value; 100% = signal from added EA reagent. activation, % at 11.2 µM. hit rate 0.9% among 2,300;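 active = mean activation across replicates above 26.72%, the hit cutoff set for this confirmation screen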;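 also: 0% = plate median of compound wells and 100% = EA reagent high control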
# An asterisk follows results filed as active. This is a subset. The share of hits here may be higher or lower than overall.
COC(=O)c1ccc(Sc2ccc(C)cc2)c(NC=O)c1
- GPR119 activation: 2.5
- GPR151 beta-arrestin: 3.8

CCc1nc2ccccc2n1CC(O)COc1ccc(C(C)=O)cc1 (stereo not drawn)
- GPR119 activation: 0.2
- GPR151 beta-arrestin: 1.2

O=C(c1ccccc1Br)N1CCN(c2ccc([N+](=O)[O-])c(NCc3ccco3)c2)CC1
- GPR119 activation: -0.5
- GPR151 beta-arrestin: -3.0

O=C(c1cccs1)N1CCN=C1SCc1cccc([N+](=O)[O-])c1
- GPR119 activation: 3.0
- GPR151 beta-arrestin: 8.3

CCCCOC(=O)N1CCOCCOCCN(C(=O)OCCCC)CCOCCOCC1
- GPR119 activation: -4.1
- GPR151 beta-arrestin: -4.4

COc1ccc(-n2nc3c(c2NC(=O)C2CCCCC2)CSC3)cc1
- GPR119 activation: 0.7
- GPR151 beta-arrestin: 0.4

COc1cc(OC)c(NC(=O)c2c(-c3ccccc3Cl)noc2C)cc1Cl
- GPR119 activation: 0.1
- GPR151 beta-arrestin: 0.8

CCOc1ccc(-c2nnc3ccc(SC)nn23)cc1
- GPR119 activation: -0.8
- GPR151 beta-arrestin: 4.9

CC(C)c1onc(C(=O)Nc2cc(Br)ccc2O)c1[N+](=O)[O-]
- GPR119 activation: -2.5
- GPR151 beta-arrestin: 1.3

COC(=O)c1cc2c(N3CCC(Cc4ccccc4)CC3)ncnc2s1
- GPR119 activation: -0.8
- GPR151 beta-arrestin: -0.4

N#CC1=C2SCN(Cc3ccccc3)CN2C(=O)CC1c1cccc(F)c1 (stereo not drawn)
- GPR119 activation: -1.2
- GPR151 beta-arrestin: 1.8

COc1ccc(Br)cc1CNC(=O)Cc1c(C(=O)O)[nH]c2ccccc12
- GPR119 activation: 4.2
- GPR151 beta-arrestin: -0.5

CCCNC(=S)Nc1ccc(OC)cc1OC
- GPR119 activation: 2.4
- GPR151 beta-arrestin: -1.0

CCOC(=O)/C(=C/c1cccc([N+](=O)[O-])c1)C(C)=O
- GPR119 activation: -3.7
- GPR151 beta-arrestin: 1.2

C(=N\Nc1nn2cnnc2c2ccccc12)/c1ccco1
- GPR119 activation: -4.2
- GPR151 beta-arrestin: -4.2

# Given with values under each structure: two of the compounds above.
# Results follow in this order: GPR119 activation	GPR151 beta-arrestin
N#CC1=C2SCN(Cc3ccccc3)CN2C(=O)CC1c1cccc(F)c1 (stereo not drawn)
    -1.2	1.8
O=C(c1ccccc1Br)N1CCN(c2ccc([N+](=O)[O-])c(NCc3ccco3)c2)CC1
    -0.5	-3.0

# Next results
COc1ccccc1-c1nnc(C2CCN(S(=O)(=O)c3cccc(C#N)c3)CC2)o1
- GPR119 activation: -2.8
- GPR151 beta-arrestin: -0.5

CCn1c(=O)cc(OCC(=O)NCCCOC)c2ccccc21
- GPR119 activation: -4.1
- GPR151 beta-arrestin: -8.6

O=C(c1ccncc1)N1CCc2c(nc(N3CCCC3)[nH]c2=O)C1
- GPR119 activation: 4.5
- GPR151 beta-arrestin: -2.4

Cc1ccc(C(=O)O/C(=C/c2nccn2Cc2ccccc2)c2ccc(C)cc2)cc1
- GPR119 activation: -1.9
- GPR151 beta-arrestin: -2.6

C1=C(CCNc2nc3ccccc3n3cnnc23)CCCC1
- GPR119 activation: -1.8
- GPR151 beta-arrestin: -2.1

Cc1cccc(-n2ncc3c(=O)n(CC(=O)Nc4ccc(C(N)=O)cc4)cnc32)c1C
- GPR119 activation: -1.0
- GPR151 beta-arrestin: 3.0

COc1cc([N+](=O)[O-])ccc1NC(=O)/C=C/C(=O)O
- GPR119 activation: 2.8
- GPR151 beta-arrestin: 1.7

O=[N+]([O-])c1nn(-c2ccc(Cl)cc2)n(O)c1=NCc1ccc(F)cc1
- GPR119 activation: -3.6
- GPR151 beta-arrestin: -1.1

O=C1c2ccccc2C(Nc2ccc(Cl)cc2)N1c1cccnc1 (stereo not drawn)
- GPR119 activation: 1.6
- GPR151 beta-arrestin: 7.5

Nc1cc(C(=O)N2CCCCC2)ccc1SCc1cccc(F)c1
- GPR119 activation: -0.1
- GPR151 beta-arrestin: 6.9

COc1ccccc1OCC(=O)n1nc(C)cc1C
- GPR119 activation: -4.1
- GPR151 beta-arrestin: -1.9

Cc1cc(NC(=O)CSc2nc3ccsc3c(=O)n2-c2ccc(C(=O)O)cc2)n[nH]1
- GPR119 activation: -0.4
- GPR151 beta-arrestin: 1.9

CCC(C)NC(=O)c1cc2c(=O)oc3ccccc3c2s1 (stereo not drawn)
- GPR119 activation: 4.0
- GPR151 beta-arrestin: 1.1

COc1ccc(-c2noc(CC(=O)NC3CCCc4ccccc43)n2)cc1 (stereo not drawn)
- GPR119 activation: 0.0
- GPR151 beta-arrestin: 0.4

Cc1nc2nc[nH]n2c(=O)c1CCC(=O)Nc1ccc(Cl)cc1
- GPR119 activation: -4.2
- GPR151 beta-arrestin: -3.0

# Continued, starting with the last seven of the part before.
O=C1c2ccccc2C(Nc2ccc(Cl)cc2)N1c1cccnc1 (stereo not drawn)
- GPR119 activation: 1.6
- GPR151 beta-arrestin: 7.5

Nc1cc(C(=O)N2CCCCC2)ccc1SCc1cccc(F)c1
- GPR119 activation: -0.1
- GPR151 beta-arrestin: 6.9

COc1ccccc1OCC(=O)n1nc(C)cc1C
- GPR119 activation: -4.1
- GPR151 beta-arrestin: -1.9

Cc1cc(NC(=O)CSc2nc3ccsc3c(=O)n2-c2ccc(C(=O)O)cc2)n[nH]1
- GPR119 activation: -0.4
- GPR151 beta-arrestin: 1.9

CCC(C)NC(=O)c1cc2c(=O)oc3ccccc3c2s1 (stereo not drawn)
- GPR119 activation: 4.0
- GPR151 beta-arrestin: 1.1

COc1ccc(-c2noc(CC(=O)NC3CCCc4ccccc43)n2)cc1 (stereo not drawn)
- GPR119 activation: 0.0
- GPR151 beta-arrestin: 0.4

Cc1nc2nc[nH]n2c(=O)c1CCC(=O)Nc1ccc(Cl)cc1
- GPR119 activation: -4.2
- GPR151 beta-arrestin: -3.0

O=S(=O)(Oc1cccc2ccccc12)c1ccccc1
- GPR119 activation: -1.1
- GPR151 beta-arrestin: 4.2

CC1CCCc2sc3nc(NN)n(-c4ccccc4)c(=O)c3c21 (stereo not drawn)
- GPR119 activation: 4.0
- GPR151 beta-arrestin: 1.2

Cc1ccc(CN2CCc3nnc(CCNC(=O)Cc4ccc(F)cc4)n3CC2)cc1
- GPR119 activation: 3.2
- GPR151 beta-arrestin: 5.6

Cc1ccc(-c2nc3ncccn3c2NC2CCCCC2)o1
- GPR119 activation: -3.0
- GPR151 beta-arrestin: -5.3

CCOC(=O)CC(NC(=O)c1ccco1)c1ccccc1Cl (stereo not drawn)
- GPR119 activation: 5.8
- GPR151 beta-arrestin: 1.1

O=C(CCc1ccccc1)Nc1ccc2c3c(cccc13)C(=O)NC2=O
- GPR119 activation: 0.1
- GPR151 beta-arrestin: 0.1

O=C(NCc1ccc(F)cc1)C(=O)Nc1cccc(Cl)c1
- GPR119 activation: 3.5
- GPR151 beta-arrestin: 6.4

CCOc1ccc(NC(=O)CCC(=O)OCC(=O)c2ccc(Br)cc2)cc1
- GPR119 activation: 3.6
- GPR151 beta-arrestin: 3.4

O=C(COc1ccc(Cl)cc1)NCC(c1ccco1)N1CCOCC1 (stereo not drawn)
- GPR119 activation: -0.7
- GPR151 beta-arrestin: 4.2

CCC(=O)N1CCN(c2ccc(NC(=O)C(C)(C)C)cc2)CC1
- GPR119 activation: 0.5
- GPR151 beta-arrestin: 1.9

Cc1ccccc1-c1nc(CSCC(=O)N2CCC(C(N)=O)CC2)c(C)o1
- GPR119 activation: 1.2
- GPR151 beta-arrestin: 1.4

CCCCNC(=O)c1cc2c(=O)n3ccccc3nc2n1C
- GPR119 activation: -0.4
- GPR151 beta-arrestin: 2.0

CC(=O)C1=C(O)C(=O)N(c2ccc(C(=O)O)c(O)c2)C1c1ccc(Br)cc1 (stereo not drawn)
- GPR119 activation: -2.7
- GPR151 beta-arrestin: 3.2

COc1cc(C(=O)c2cc(Cl)ccc2NC(=O)c2cc3nc(-c4cccs4)cc(C(F)(F)F)n3n2)cc(OC)c1OC
- GPR119 activation: 1.2
- GPR151 beta-arrestin: 3.2

N#Cc1ccc(CSc2nnc(N)s2)cc1
- GPR119 activation: 3.5
- GPR151 beta-arrestin: 1.9

c1csc(CNc2ccc3ncc(-c4ccsc4)n3n2)c1
- GPR119 activation: 3.5
- GPR151 beta-arrestin: 2.5

CCc1ccccc1NC(=S)N(CCCN1CCCC1)Cc1ccco1
- GPR119 activation: 0.0
- GPR151 beta-arrestin: -5.0

CC1CCC(=NNC(=O)c2ccccc2O)CC1 (stereo not drawn)
- GPR119 activation: -3.5
- GPR151 beta-arrestin: -1.1

CN(C)CCNc1cc(N(C)C)c2noc3c2c1C(=O)c1ccccc1-3
- GPR119 activation: -3.5
- GPR151 beta-arrestin: 0.8

COC(=O)c1c(OCC2CCCCO2)cc(=O)n2c1CCN(Cc1ccsc1)CC2 (stereo not drawn)
- GPR119 activation: 0.7
- GPR151 beta-arrestin: 2.6

CCCN(CCC)c1ncnc2c1cnn2-c1ccccc1
- GPR119 activation: -1.3
- GPR151 beta-arrestin: 0.8

C=CCN1/C(=C\C=C2\C=Nc3ccc(Br)cc32)C=Cc2ccc(C)cc21
- GPR119 activation: 21*
- GPR151 beta-arrestin: 16

O=C(N/N=C/c1cc(Br)ccc1O)c1cc(Br)ccc1O
- GPR119 activation: 0.0
- GPR151 beta-arrestin: 3.2

CCOC(=O)c1c(NC(=O)c2ccc(Br)o2)sc2c1CCCC2
- GPR119 activation: 1.6
- GPR151 beta-arrestin: 1.8

CCCN1C(=O)/C(=C/c2ccc(OCC(=O)OCC)cc2)NC1=S
- GPR119 activation: 2.2
- GPR151 beta-arrestin: -4.4

O=C(N/N=C/c1ccccn1)C1CC1(c1ccccc1)c1ccccc1 (stereo not drawn)
- GPR119 activation: 1.0
- GPR151 beta-arrestin: 3.4

CCN(CC)c1cc(C)c2ccccc2n1
- GPR119 activation: 1.8
- GPR151 beta-arrestin: -3.0

CCOc1ccc(-c2cc(C(=O)N3CCN(C(=O)c4ccco4)CC3)[nH]n2)cc1
- GPR119 activation: -2.3
- GPR151 beta-arrestin: 2.5

CCOC(=O)c1sc(NC(=O)CSC2=NN3CCCC(=O)N=C3S2)c(C(=O)OCC)c1C
- GPR119 activation: -4.5
- GPR151 beta-arrestin: -6.0

Cc1sc2ncnc(N3CCN(c4ccccn4)CC3)c2c1C
- GPR119 activation: 6.2
- GPR151 beta-arrestin: 9.0

CCCCCCCCCCCCCCCC(=O)SCCOP(=O)(O)OCC[N+](C)(C)C
- GPR119 activation: -1.4
- GPR151 beta-arrestin: -7.0

CCOc1ccc(S(=O)(=O)N2CCN(c3ncccn3)CC2)c2cccnc12
- GPR119 activation: 1.7
- GPR151 beta-arrestin: -3.1

CCn1c2ccccc2c2cc(/C=C3/C(=O)N(c4nc(-c5ccc(C)cc5)cs4)N=C3c3ccc([N+](=O)[O-])cc3)ccc21
- GPR119 activation: -2.3
- GPR151 beta-arrestin: -1.4

Cc1ccc(/C=C2/N=C(c3cccc([N+](=O)[O-])c3C)OC2=O)cc1
- GPR119 activation: -3.4
- GPR151 beta-arrestin: -0.7

COc1ccc(C(=O)NC2(C(F)(F)F)N=C3SCCN3C2=O)cc1OC (stereo not drawn)
- GPR119 activation: 5.6
- GPR151 beta-arrestin: -2.2

O=[N+]([O-])c1ccc(/C=N/Nc2nc(-c3ccc4c(c3)OCCO4)cs2)cc1
- GPR119 activation: -0.9
- GPR151 beta-arrestin: 0.3

COCc1cc(CN2CCN(c3ccccc3OC)CC2)c(O)c2ncccc12
- GPR119 activation: -1.9
- GPR151 beta-arrestin: -1.5

Cn1c(CSc2nc3ccccc3c(=O)[nH]2)nc2ccccc21
- GPR119 activation: -4.1
- GPR151 beta-arrestin: -3.7

CNc1nc2c(-c3ccc(Cl)cc3)nnn2c2ccccc12
- GPR119 activation: 1.2
- GPR151 beta-arrestin: 17

CCOC(=O)c1c(-c2ccccc2Cl)csc1NC(=O)CSc1nnc2cc(C)c3ccccc3n12
- GPR119 activation: 0.5
- GPR151 beta-arrestin: 6.2

CC(=O)Nc1nnc(SCc2ccccc2F)s1
- GPR119 activation: -4.6
- GPR151 beta-arrestin: -7.5

COc1ccc(NS(=O)(=O)c2cc(-c3n[nH]c(=O)c4ccccc34)ccc2C)cc1
- GPR119 activation: 2.6
- GPR151 beta-arrestin: -2.4

O=C(NCc1cccc(Cl)c1)Nc1cccs1
- GPR119 activation: -0.7
- GPR151 beta-arrestin: 3.6

COc1ccc(C(=O)Nc2cc(C(=O)NCc3ccc(F)cc3)ccc2N2CC3CC(C2)c2cccc(=O)n2C3)cc1 (stereo not drawn)
- GPR119 activation: 3.7
- GPR151 beta-arrestin: 8.2

CC(C)Nc1cc(N2CCC3(CC2)OCCO3)c2noc3c2c1C(=O)c1ccccc1-3
- GPR119 activation: -3.4
- GPR151 beta-arrestin: -2.0

Brc1ccc2nc(Nc3ccccn3)nc(-c3ccccc3)c2c1
- GPR119 activation: -2.4
- GPR151 beta-arrestin: 9.8

Cc1ccc(-c2cc(C(=O)N/N=C/c3c[nH]c4ccccc34)n[nH]2)o1
- GPR119 activation: -0.7
- GPR151 beta-arrestin: 0.8

CCc1ccc(C2CC(c3ccccc3)Nc3nc(N)nn32)cc1 (stereo not drawn)
- GPR119 activation: 3.3
- GPR151 beta-arrestin: 2.4

# Filtered by structure: the entries above with a CF3 group
COc1cc(C(=O)c2cc(Cl)ccc2NC(=O)c2cc3nc(-c4cccs4)cc(C(F)(F)F)n3n2)cc(OC)c1OC
- GPR119 activation: 1.2
- GPR151 beta-arrestin: 3.2

COc1ccc(C(=O)NC2(C(F)(F)F)N=C3SCCN3C2=O)cc1OC (stereo not drawn)
- GPR119 activation: 5.6
- GPR151 beta-arrestin: -2.2

# From PubChem BioAssay
